hcGAS inh = Primary biochemical luminescence assay for human cyclic GMP-AMP synthase inhibitors | Q8N884 | recombinant h-cGAS, ATP depletion, Kinase-Glo luminescence | inhibition, % at 12.5 µM | actives 0.081% (n = 290,000);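 also: 0% = vehicle reaction and 100% = reaction without DNA for no activity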
Target sequence (Q8N884 whole entry, looked up): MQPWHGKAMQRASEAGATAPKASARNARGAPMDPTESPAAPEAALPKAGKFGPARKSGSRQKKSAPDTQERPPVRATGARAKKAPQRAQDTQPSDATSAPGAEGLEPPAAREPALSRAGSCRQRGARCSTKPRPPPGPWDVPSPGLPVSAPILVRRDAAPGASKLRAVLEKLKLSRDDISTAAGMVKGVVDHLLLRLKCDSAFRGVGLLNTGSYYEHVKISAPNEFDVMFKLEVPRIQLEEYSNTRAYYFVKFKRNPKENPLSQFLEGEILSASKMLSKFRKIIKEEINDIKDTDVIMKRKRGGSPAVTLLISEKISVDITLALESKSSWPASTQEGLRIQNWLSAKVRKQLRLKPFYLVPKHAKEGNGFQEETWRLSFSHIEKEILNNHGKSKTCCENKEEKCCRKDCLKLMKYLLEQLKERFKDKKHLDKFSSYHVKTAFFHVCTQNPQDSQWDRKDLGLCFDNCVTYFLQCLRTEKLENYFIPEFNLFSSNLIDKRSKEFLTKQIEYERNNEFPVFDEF
mcGAS inh = cyclic GMP-AMP synthase inhibitors, mouse, primary biochemical chemiluminescence; inhibition, % at 12.5 µM; actives 0.15% (n = 160,000); recombinant cGAS, Kinase-Glo ATP depletion luminescence; Q8C6L5;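 also: 0% = negative control wells and 100% = reference inhibitor with no enzyme activity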
NPYLR7 ag = agonists of mosquito NPYLR7 receptor, primary screen, cell-based, Aedes aegypti, calcium fluorescence, mosquito biting behavior; Aedes aegypti neuropeptide Y-like receptor 7 (NPYLR7); HEK293T NPYLR7/Galpha15, GCaMP6s calcium fluorescence; activation, % at 10 µM; actives 0.15% (n = 270,000); AID 1259423, 2018; in the data active = activation above about 40%;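 also: 0% = vehicle and 100% = reference agonist at the receptor; some compounds past the cut are filed as inactive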
* marks the source's active call; other numbers are inactive results; / = no result given; & = joins results of further samples. Rule as the data show it, unless noted: active = inhibition above about 40%; inactive = the rest. The order is random, and some 0.29% of all compounds hit somewhere here.

Second line of a record: hcGAS inh | mcGAS inh | NPYLR7 ag
COc1ccc(N2C(=O)C3C4C=CC(C4)C3C2=O)cc1 (stereo unspecified)
 : 0 | -1 | 0
CCN(C(=O)C(=O)c1c(C)n(C)c2ccccc12)C1CCCCC1
 : -4 | -5 | 0
COc1cccc(CN(Cc2ccc3c(c2)OCO3)Cc2nc(C(=O)N3CCCCC3)co2)c1OC
 : 1 | -2 | -1
CCCCn1c(=S)[nH]c2sc3c(c2c1=O)CCCC3
 : -3 | -6 | 16
CN(C)C(=O)c1cc(NC(=O)CNC(=O)Cc2ccccc2)ccc1Cl
 : -7 | / | 1
O=C(c1cc2ccccc2c(=O)o1)N1C[C@H](Oc2ccccn2)[C@H]2C[C@@H]1CC[C@H]2O
 : -6 | -10 | 21
O=C(c1ccccc1C(F)(F)F)N1CCC(c2nc(-c3ccc(Cl)cc3F)no2)CC1
 : -5 | -7 | -6
Cc1ccc(C(C)CCN2CCC3(CC2)C(=O)N(C2Cc4ccccc4C2)C(=O)N3CC(C)C)o1 (stereo unspecified)
 : -2 | -13 | 7
CCOc1ccc(N=c2scc(C)n2CCO)cc1
 : -6 | -8 | -4
O=c1c2cnc(N3CCCC3)nc2ccn1-c1cccc(C(F)(F)F)c1
 : -3 | / | 4
Cc1ccccc1-n1c(C)nnc1SCc1nc(C(=O)NCCc2ccc(Cl)cc2Cl)cs1
 : 4 | 0 | 2
Cc1ccccc1NC(=O)c1cc2ccccc2oc1=N
 : 6 | -5 | -3
O=C(c1cc2n(n1)CCN(Cc1ccc(F)cc1)C2=O)N1CCc2ccccc2C1
 : -4 | -5 | -3
O=C(c1cccc(Cl)c1)N1CCN(c2nc3nccc(-c4ccc(C5CCCCC5)cc4)n3n2)CC1
 : -11 | -8 | 5
Cc1cc(C(=O)N2CCN(c3ccccc3F)CC2)n2nc(C(C)(C)C)cc2n1
 : -4 | -6 | 3
C=CC(=O)N=C1N=C2C=CC(I)=CN2Cc2ccccc21
 : -5 | / | -7
CC(C)(C)c1cc(NC(=O)c2cccnc2N2CCOCC2)n[nH]1
 : -7 | -13 | -3
COc1cc(-c2ccc(C)c3ncccc23)ccc1NC(C)=O
 : -9 | / | 7
COc1ccccc1N1CCN(S(=O)(=O)c2ccc(F)c(F)c2)CC1
 : -5 | / | 6
CCOc1cc(-c2nccn2-c2ccc(NC(C)=O)cc2)ccc1O
 : -6 | / | 7

Next part.
Second line of a record: hcGAS inh | mcGAS inh | NPYLR7 ag
CC1SC(=O)CC1C1(C)C=CC(=O)S1 (stereo unspecified)
 : -4 | / | 4
CC(C)(C)c1cc(NC(=O)c2cccc([N+](=O)[O-])c2)n(-c2ccc([N+](=O)[O-])cc2)n1
 : -7 | -10 | 22
C=CCn1cc(CNC(C)c2ncnn2CC)c(C)n1 (stereo unspecified)
 : -4 | -8 | 4
O=C(NCCCN1CCOCC1)c1cc2nc(-c3cccs3)cc(C(F)(F)F)n2n1
 : -5 | -6 | -9
COc1ccc(OC)c(CN2CCc3[nH]cnc3C2c2cnn(C)c2C)c1 (stereo unspecified)
 : -1 | / | -1
CC(=O)c1ccc(S(=O)(=O)NCCn2ncccc2=O)cc1
 : -11 | / | 2
CC(C)(C)c1cc2nc(-c3ccc(F)cc3)cc(C(=O)O)n2n1
 : 4 | / | -6
Cc1cc(=O)[nH]c(-n2nc(C3CC3)cc2NC(=O)C(C)(C)Oc2ccc(Cl)cc2)n1
 : -9 | / | 2
COCCCn1ccnc1-c1cnc(OC)nc1
 : -9 | / | 21
Cc1nn(C(C)C)c(C)c1NC(=O)Cc1cc(Cl)ccc1Cl
 : -7 | / | 5
CN(C)CC1(O)CCCN(C(=O)c2ccc(-n3cccc3)cc2)CC1 (stereo unspecified)
 : -6 | / | 8
COc1ccccc1C1NC(=O)N(C)C2=C1C(=O)N(CCC(=O)NCc1ccco1)C2 (stereo unspecified)
 : -6 | -5 | /
C=CCNC(=O)C1C(=O)NC2(C)CC1c1ccccc1O2 (stereo unspecified)
 : 0 | / | 37
CCc1nnc(NC(=O)C2CC2)s1
 : -6 | / | -5
COc1ccc(S(N)(=O)=O)cc1C(=O)NCCc1c(C)cc(C(C)(C)C)cc1C
 : -4 | -5 | 9
CCc1[nH]n(-c2ccc(Cl)cc2)c(=O)c1C1=C([n+]2cccc(C)c2)C(=O)N(C(C)C)C1=O
 : -3 | -1 | 2
O=C(c1ccc2c(c1)OCO2)N1CC[C@@H](N2CCN(c3ccccc3F)CC2)[C@H](O)C1
 : -9 | / | 2
CCCCCN(CCC(=O)NC(C)c1ccccc1)C(=O)c1cnccn1 (stereo unspecified)
 : -3 | -4 | /
Cc1ccccc1OCC(=O)N1CCc2c(sc3ncnc(N)c23)C1
 : -3 | / | 6
CCOC(=O)c1c(NC(=O)c2ccccc2)sc(C(=O)Nc2ccccc2C)c1C
 : -9 | -5 | -6

Compound profiles, from the list above. Order of screens: hcGAS inh | mcGAS inh | NPYLR7 ag
Record of COc1ccc(OC)c(CN2CCc3[nH]cnc3C2c2cnn(C)c2C)c1 (stereo unspecified) → -1 | / | -1
Record of CC1SC(=O)CC1C1(C)C=CC(=O)S1 (stereo unspecified) → -4 | / | 4
Record of CC(=O)c1ccc(S(=O)(=O)NCCn2ncccc2=O)cc1 → -11 | / | 2
Record of CCCCCN(CCC(=O)NC(C)c1ccccc1)C(=O)c1cnccn1 (stereo unspecified) → -3 | -4 | /
Record of COc1ccc(S(N)(=O)=O)cc1C(=O)NCCc1c(C)cc(C(C)(C)C)cc1C → -4 | -5 | 9

Remaining list, next part.
Second line of a record: hcGAS inh | mcGAS inh | NPYLR7 ag
COc1ccc2nc(N(CCCN(C)C)C(=O)c3cc(C)no3)sc2c1
 : -6 | / | 0
CCn1nnnc1SCC(N)=O
 : -21 | -5 | 14
O=C1CCCN1CCC1CN(Cc2ccon2)c2ccccc21 (stereo unspecified)
 : -16 | / | -1
CC(=O)c1c(C)c2c(n1CCN(C)C)CCCC2
 : 4 | / | 3
CCC(C)NC(=O)C1=C(C)C(=O)OC12CCCCC2 (stereo unspecified)
 : -9 | -4 | 4
C=CCN(Cc1ccccc1C(=O)OC)Cc1cccn1Cc1cccc(C(F)(F)F)c1
 : -9 | -5 | -2
COCC(=O)N1CCN(c2nc(-c3ccccc3)nc(C)c2Cc2ccccc2F)CC1
 : -6 | -8 | -2
COc1cccc2sc(NC(=O)C3=NN(C)C(=O)CC3)nc12
 : -7 | -6 | 8
COCc1cc(CN2CC3(CCNCC3)CC2C(=O)O)ccc1OC (stereo unspecified)
 : 1 | / | 12
CSc1nnc(C)c(=O)n1COC(=O)c1cccc(Br)c1
 : -11 | -8 | 0
CC(C)(C)c1ccc(-c2ccnc(N3CCN(S(=O)(=O)c4ccccc4)CC3)n2)cc1
 : 0 | 2 | -7
O=C(Nc1ccc(C2SCC(=O)N2c2ccc(C(F)(F)F)cc2)cc1)c1ccc(F)cc1 (stereo unspecified)
 : -2 | -7 | -10
COc1ccc(F)cc1Oc1ccc2c(-c3ccccn3)noc2n1
 : -5 | -7 | 9
O=C(c1ccc[nH]1)N1CCC(CO)(Cc2ccccc2Cl)CC1
 : 1 | / | 0
O=C(NCC1CCCO1)c1ccc(Br)o1 (stereo unspecified)
 : -4 | / | -1
CCCN(CC(=O)Nc1cc(-c2ccccc2)nn1-c1ccccc1Cl)C(=O)C(C)(C)CCl
 : -5 | -5 | -3
O=C(O)C1C2CCC(O2)C1C(=O)Nc1ccccc1-c1ccccc1 (stereo unspecified)
 : -7 | / | -2
C/C(=N/NC(=O)Cn1cnc([N+](=O)[O-])n1)c1ccccc1
 : -8 | -7 | -7
CC(C)Cc1ccc(CN2CCCC(NC(=O)Cc3cccnc3)C2)cc1 (stereo unspecified)
 : -2 | / | -3
Cc1[nH]n(-c2ccccc2)c(=O)c1/C=N\NC(=O)Cc1ccccc1
 : -1 | -4 | -4

(more compounds)
Second line of a record: hcGAS inh | mcGAS inh | NPYLR7 ag
COc1cccc(C(=O)NC(=NCCN(C)C)OC(C)C)c1
 : -6 | -6 | 10
Cc1ccc(CN(Cc2ccccc2)C(=O)CN(CCCN2CCOCC2)C(=O)CCc2ccccc2)o1
 : -3 | -4 | 2
Fc1ccc(N=c2oc3ccc4ccccc4c3cc2-c2nc3ccccc3[nH]2)cc1
 : -4 | -4 | 0
Cn1cc(C(=O)NCCOC2CCCCC2)ccc1=O
 : -6 | / | 19
CC1(C)Cc2c(C#N)c(SCC(=O)c3ccccc3)nc(N3CCOCC3)c2CO1
 : -6 | -6 | -1
NC(N)=NN=C1CCC(c2ccccc2)CC1 (stereo unspecified)
 : -2 | -5 | 4
CC(=O)Nc1ccc(CN2CCCN(C(=O)C3CCC3)CC2)cc1
 : -5 | / | -4
CCc1ccc(CN2CCC3(CC2)C(=O)N(Cc2ccc4ccccc4c2)C(=O)N3CCCOC)o1
 : -3 | -16 | 3
N#Cc1ccc(S(=O)(=O)Oc2ccccc2C(=O)N2CCOCC2)cc1
 : 4 | / | -2
CC(OC(=O)CC1CC2CCC1C2)C(=O)N1CCCc2ccccc21 (stereo unspecified)
 : -8 | / | 8
CCCc1cc(C(=O)OCc2nn3c(=O)cc(C)nc3s2)sc1C
 : -5 | / | 8
CN(C)c1ccc(C(=O)N2CCN(Cc3ccccc3)CC2)cc1
 : -7 | / | 0
Cc1ccc(C(=O)N2CCCC2c2nonc2C)cc1NC(=O)C1CC1 (stereo unspecified)
 : -6 | / | 13
COc1ccccc1N1CCN(S(=O)(=O)c2ccc3c(c2)C(=O)c2ccccc2C3=O)CC1
 : 1 | -3 | -4
CC(C)CNC(=O)CN1CCCSc2ccc(Cl)cc21
 : -2&-8 | / | 1&10
CN(Cc1nc(Cc2ccccc2)no1)CC1(c2ccccc2)CC1(C)C (stereo unspecified)
 : -12 | -11 | 9
COc1cccc(-c2cc(C(=O)N3CCN(C(=O)NCc4ccccc4)CC3)c(C)n2-c2ccccc2)c1
 : -10 | -5 | -5
c1ccc(-n2nnnc2SCc2cn3ccsc3n2)cc1
 : -7 | / | 6
COCCNc1nc(-c2ccco2)nc2ccccc12
 : -8 | -9 | -3
CC(=O)c1c(C)nn(CCC(=O)N2CCOC(c3ccc(F)cc3)C2)c1C (stereo unspecified)
 : -8 | -14 | -1

The list goes on:
Second line of a record: hcGAS inh | mcGAS inh | NPYLR7 ag
CN1CCC(Cc2noc(-c3scc4c3OCCO4)n2)CC1
 : -8 | -13 | 1
O=C(Nc1ccc(-c2cccc(-c3ccc4c(c3)OCCO4)n2)cc1)c1cccnc1Cl
 : -5 | -4 | 19
CCOC(=O)c1cnc2c(C(F)(F)F)cccc2c1N1CCOCC1
 : -25 | -6 | 9
Cn1cnnc1SCC(=O)Nc1ccc2oc3ccccc3c2c1
 : -9 | / | 7
CCOCc1cc(C2NCCc3[nH]cnc32)ccc1OC (stereo unspecified)
 : 1 | -8 | /
CCOCCCN(CC(=O)N1CCc2sccc2C1c1ccccc1)C(=O)Cc1cccs1 (stereo unspecified)
 : -1 | -3 | 6
CCC(C(=O)NCc1cccc(C(F)(F)F)c1)n1c(=O)n(-c2cccc(OC)c2)c(=O)c2ccc(Cl)cc21 (stereo unspecified)
 : -2 | -8 | 3
Cc1cc(C)nc(N=C(N)N2CCCc3ccccc32)n1
 : -5 | / | -1
COc1ccc(-c2cc(C(=O)NCc3cccc(C(F)(F)F)c3)n(-c3cccc(Cl)c3)n2)c(OC)c1
 : -2 | -5 | 18
COc1ccccc1C(=O)NC(CCS(C)(=O)=O)C(=O)O (stereo unspecified)
 : -6 | / | -2
Cc1sc2ncn(CC(=O)c3ccc[nH]3)c(=O)c2c1C
 : 7 | / | -2
O=C1NC2(CCN(Cc3ccoc3)CC2)Nc2cc(Cl)ccc21
 : 5 | 0 | -2
COc1ccc(NC(=O)c2sc(SCC(=O)Nc3nccs3)nc2N)cc1
 : -2 | / | 0
O=C(CCC1CCCN(Cc2cn[nH]c2C2CCCCC2)C1)Nc1ccccc1F (stereo unspecified)
 : -5 | -12 | 9
CCC1(c2ccccc2)NC(=O)N(CC(=O)NC(C)c2ccccc2)C1=O (stereo unspecified)
 : -9 | / | 7
CCN(C(=O)C(C)N1CCN(c2cc(Cl)ccc2C)CC1)C1CCS(=O)(=O)C1 (stereo unspecified)
 : -3 | -5 | 4
CCOC(=O)N1CCN(c2c(NC3CCC(C)CC3)c(=O)c2=O)CC1 (stereo unspecified)
 : -8 | -4 | 4
CCc1ccc(C2c3cccn3CCCN2Cc2ccoc2)cc1 (stereo unspecified)
 : 0 | -3 | 2
CC1(C)CC2CC(C)(CN2S(=O)(=O)c2cc(Cl)ccc2Cl)C1 (stereo unspecified)
 : -7 | / | -4
CCOC(=O)C1CCCN(C(=O)c2ccc(CSc3nc(N4CCOCC4)cc(C(F)(F)F)n3)cc2)C1 (stereo unspecified)
 : -16 | -6 | 11

(cont.)
Second line of a record: hcGAS inh | mcGAS inh | NPYLR7 ag
O=C(COCc1ccccc1)N1CCN(Cc2ccc(-c3noc(-c4cccc(Cl)c4)n3)cc2)CC1
 : 3 | 1 | 10
CCC(Oc1ccccc1C)C(=O)Nc1ccccc1F (stereo unspecified)
 : -1 | / | 3
COc1ccccc1N1CCN(c2ccc(NC(=O)c3ccc(F)cc3)cc2C(=O)NC2CCCCC2)CC1
 : -1 | -4 | 17
CCOC(=O)C1(CC2CCCCO2)CCN(S(=O)(=O)c2cc3ccccc3s2)CC1 (stereo unspecified)
 : -8 | / | 22
CCOC(=O)N1CCN([C@H]2[C@H](OC)C[C@@H]3C[C@H](COC)OC[C@]32O)CC1
 : 2 | -5 | 2
Cc1ccc(C2=CCN(C(=O)Nc3cc(C)on3)CC2)cc1
 : -7 | / | -6
CSc1nc(N2CCCC2)c2cnn(CCNC(=O)c3ccc(-c4ccccc4)cc3)c2n1
 : -5 | -6 | /
O=c1[nH]c(SC2C=CCCC2)nc2sc3c(c12)CCCC3 (stereo unspecified)
 : -4 | / | 7
